SKN-1 inh: blocks SKN-1 activity in C. elegans. C. elegans VP596 Pgst-4::GFP/RFP ratio, acrylamide-induced, 24 h. inhibition, % at 21.8 µM. 0.49% of 360,000 active. AID 624304;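 active = interference check ratio from 0.5 to 1.5 plus GFP to RFP signal ratio inhibition reaching or exceeding a fixed threshold, cut at about 30% in these data, passing the limit was not always enough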; note: some compounds called inactive have numbers as strong as hits
DNMT1 inh: blocks human DNA methyltransferase DNMT1 | DNMT1 molecular beacon, Hinp1I cleavage, fluorescence | 0.83% of 360,000 active | inhibition (reported as % activation of signal), % at 10 µM; in the data active = inhibition above about 50%
SUMO1-SIM PPI: modulators of human SUMO1-mediated protein-protein interactions. SUMO1 binding to a labelled peptide, TR-FRET, 1 h. AID 602429. inhibition, % at 20 µM. 0.33% of 360,000 active; in the data active = inhibition above about 37%
Target sequence (P63165 whole entry, looked up): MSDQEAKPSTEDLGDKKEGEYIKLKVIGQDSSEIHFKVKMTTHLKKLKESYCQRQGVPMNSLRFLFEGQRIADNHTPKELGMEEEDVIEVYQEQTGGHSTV
Scp1 inh: blocks human Scp-1 phosphatase activity; Q9GZU7; Recombinant Scp1, phosphopeptide, malachite green phosphate absorbance; inhibition, % at 20 µM; 0.88% of 340,000 active;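 active = inhibition above about 50% at 20 µM, limit read from the data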;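 note: plate controls were DMSO wells with enzyme for no effect and wells lacking enzyme for full effect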
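System: truncated SCP-1 phosphatase (76-261aa); medium: Tris acetate buffer pH 5.5 with MgCl2 and Tween-20; incubation: 45 min room-temperature reaction, 5 min colour, 30 min stabiliser; compound: single 20 µM dose, 1% DMSO; reagent: Phosphorylated 17-residue peptide substrate; read-out: % inhibition at 20 µM; technique: colorimetric free-phosphate detection, absorbance 630 nm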
NadD block: NadD (S. aureus) enzyme inhibition. purified NadD enzyme, colorimetric absorbance read-out. inhibition, % at 20 µM. 0.78% of 360,000 active; in the data active = inhibition above about 26%; note: some compounds past the cut are filed as inactive
STEP inh: blocks human striatal-enriched tyrosine phosphatase; P54829; recombinant STEP, OMFP fluorogenic substrate, fluorescence; inhibition, % at 20 µM; 0.25% of 360,000 active;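 active = inhibition at 20 µM, scaled per plate between control wells, above about 37%, limit read from the data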;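 note: 0% = DMSO with enzyme and substrate and 100% = substrate only without enzyme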
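System: STEP phosphatase, cell-free reaction; Buffer or medium: Bis-Tris pH 6.0 buffer with DTT, detergent; Incubation: 20 min at room temperature, dark; Measured by: fluorescence, 480/540 nm.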
Tb MetRS inh: Trypanosoma brucei MetRS inhibition; purified T. brucei MetRS, ATP depletion, Kinase-Glo luminescence; inhibition, % at 11.9 µM; 0.4% of 360,000 active; AID 624268;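 active = inhibition above a per-plate cutoff of the control wells' mean inhibition plus 3 SD, cut at about 5.5% in these data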;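 note: 0% = DMSO wells median and 100% = median of wells with control inhibitor compound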
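Material – parasite MetRS enzyme · Medium – HEPES-MgCl2-KCl buffer plus DTT, spermine, BSA, pyrophosphatase · Reagent – ATP, methionine and E. coli bulk tRNA substrates · Times – 15 min enzyme-compound preincubation, 2 h reaction, 10 min detection, 25 °C · Measured by – luminescence of leftover ATP · Evaluation – percent inhibition relative to median high and low control wells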
LMPTP block: LMPTP (human) inhibition | P24666 | recombinant LMPTP-A, OMFP fluorogenic substrate, fluorescence intensity | inhibition, % at 20 µM | 0.22% of 360,000 active;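 active = compounds that cut the enzyme signal by at least half of the control window in the single-dose screen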;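 note: plate controls were DMSO wells with enzyme plus substrate for no effect and substrate without enzyme for full effect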
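material = LMPTP-A | quantity = 0.625 nM enzyme | reagent = OMFP substrate, 400 µM final | buffer or medium = Bis-Tris pH 6.0, DTT, detergent | detection = endpoint fluorescence intensity from OMFP dephosphorylation | dosing = single 20 µM dose | read-out basis = % inhibition relative to no-enzyme and uninhibited control wells | control set = no-enzyme and uninhibited controls | timing = 50 min at room temperature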
CendR NRP1 mod: NRP-1/CendR interaction modulation; 0.85% of 360,000 active; FAM-RPARPAR peptide binding to NRP-1, fluorescence polarization; O14786; inhibition, % at 25 µM;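 active = inhibition or corrected inhibition above about 18%, plus a signal ratio from 0.5 to 1.5, limit read from the data, passing the limit was not always enough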; note: strong numbers were not always called active
Target sequence (O14786 whole entry, looked up): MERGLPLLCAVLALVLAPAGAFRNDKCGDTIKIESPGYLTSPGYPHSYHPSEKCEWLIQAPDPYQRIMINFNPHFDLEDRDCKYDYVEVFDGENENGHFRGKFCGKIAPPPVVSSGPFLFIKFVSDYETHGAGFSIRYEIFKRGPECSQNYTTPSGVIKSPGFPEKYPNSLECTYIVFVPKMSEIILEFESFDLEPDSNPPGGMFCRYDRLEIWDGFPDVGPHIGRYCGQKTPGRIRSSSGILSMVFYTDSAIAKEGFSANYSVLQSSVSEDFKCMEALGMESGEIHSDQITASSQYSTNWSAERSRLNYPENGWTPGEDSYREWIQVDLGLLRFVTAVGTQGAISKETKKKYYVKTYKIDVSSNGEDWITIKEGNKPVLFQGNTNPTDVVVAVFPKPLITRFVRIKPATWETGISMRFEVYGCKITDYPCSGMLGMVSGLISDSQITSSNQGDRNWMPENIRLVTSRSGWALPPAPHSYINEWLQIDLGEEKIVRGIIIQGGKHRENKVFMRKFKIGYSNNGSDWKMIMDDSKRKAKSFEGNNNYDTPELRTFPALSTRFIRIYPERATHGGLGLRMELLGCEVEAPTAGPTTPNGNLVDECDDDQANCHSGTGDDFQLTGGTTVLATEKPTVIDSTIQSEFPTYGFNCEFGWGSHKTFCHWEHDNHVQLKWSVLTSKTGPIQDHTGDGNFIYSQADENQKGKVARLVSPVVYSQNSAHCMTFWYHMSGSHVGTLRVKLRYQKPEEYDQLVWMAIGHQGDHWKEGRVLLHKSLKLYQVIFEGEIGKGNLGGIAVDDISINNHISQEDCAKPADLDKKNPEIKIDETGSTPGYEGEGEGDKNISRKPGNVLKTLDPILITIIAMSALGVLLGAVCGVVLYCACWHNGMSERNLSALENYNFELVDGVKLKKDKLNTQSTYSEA
Neddylation inh: cullin neddylation inhibition; P61081+Q13564; TR-FRET cullin neddylation, biochemical; calls only at 25 µM; 0.58% of 360,000 active; AID 651699; in the data active = inhibition above about 36%
Active calls of the source: *; i = inactive; . = not tested or not shown.

[1] CCCOc1ccccc1/C=C1/C(=O)ON=C1C
[2] COc1ccc(/C=N/OCC(=O)NC(c2ccccc2)c2ccccc2)c(OC)c1
[3] CCC(C(=O)OCC(=O)Nc1cc(Cl)ccc1Cl)c1ccccc1 (stereo unspecified)
[4] Cc1ccc(C)c(NC(=S)NC(C)C(c2ccccc2)N2CCN(C)CC2)c1 (stereo unspecified)
[5] O=C(c1ccccc1F)N(Cc1ccc(F)cc1)C1CCS(=O)(=O)C1 (stereo unspecified)
[6] CC(=O)Nc1ccc(CN2C(=O)C(Cc3ccccc3)ON=C2c2cccc(F)c2)cc1 (stereo unspecified)
[7] COc1ccccc1NS(=O)(=O)c1ccc2ccccc2c1
[8] O=C(NCc1ccc2c(c1)OCO2)C1CCC(CNc2c(N3CCCCC3)c(=O)c2=O)CC1 (stereo unspecified)
screen / no.	1	2	3	4	5	6	7	8
SKN-1 inh	14	-6	16	-10	-1	7	0	16
DNMT1 inh	4	-5	-2	0	-1	2	-2	-2
SUMO1-SIM PPI	7	-2	-1	-1	-1	6	-1	5
Scp1 inh	-10	-8	-8	-14	-7	.	-22	-13
NadD block	-1	-2	1	-14	0	0	-8	4
STEP inh	1	1	2	3	4	-1	-1	-1
Tb MetRS inh	-0.3	0.1	-0.5	-0.1	0.2	-0.6	-1.3	-0.9
LMPTP block	-0.7	5.4	2.5	-0.8	-0.7	0.3	0.7	0.4
CendR NRP1 mod	8	-9	-5	2	12	8	-3	9
Neddylation inh	i	i	i	i	i	i	i	i

[9] O=C(c1cc2c(=O)n3ccccc3nc2s1)N1CCN(c2cccc(Cl)c2)CC1
[10] CCOC(=O)N1CCN(C(c2ccnc3ccccc23)c2nnnn2-c2c(C)cccc2C)CC1 (stereo unspecified)
[11] O=C(COC(=O)c1cccc([N+](=O)[O-])c1)NCc1cccs1
[12] O=C(NCc1cccs1)C1CCN(S(=O)(=O)c2ccccc2F)CC1
[13] O=C(NCCc1ccc([N+](=O)[O-])cc1)c1ccccc1
[14] COc1ccc(C(=O)NN)cc1COc1ccc(Br)cc1
[15] CCOc1ccccc1N1CC(C(=O)N(CC)CC(=O)Nc2ccc3c(c2)OCCO3)CC1=O (stereo unspecified)
[16] COc1ccccc1N1CCN(C(=O)c2cc(-c3ccc(F)cc3)[nH]c2C)CC1
screen / no.	9	10	11	12	13	14	15	16
SKN-1 inh	1	20	-1	4	8	-1	-2	-13
DNMT1 inh	-2	.	-3	1	-1	-4	-11	-4
SUMO1-SIM PPI	-10	-4	-23	4	-14	4	-60	5
Scp1 inh	8	.	-3	6	-8	-1	-4	-10
NadD block	-2	9	2	-5	-4	8	-1	-4
STEP inh	0	.	-1	-6	1	-1	2	-1
Tb MetRS inh	-0.5	0.2	0.5	-1.3	-0.5	1.6	-0.7	-0.8
LMPTP block	2.3	0.4	-0.6	-0.8	-0.7	0.0	-8.4	1.2
CendR NRP1 mod	8	-14	9	-2	-4	-4	8	8
Neddylation inh	.	i	i	i	i	i	i	i

[17] C#Cc1ccc([C@@H]2C=C(C(=O)NCc3ccccc3)O[C@H](OCC)[C@H]2CCCO)cc1
[18] O=C(Nc1ccccc1)c1nc[nH]c1C(=O)NCc1ccccc1
[19] Cc1cc(C)c(S(=O)(=O)Nc2cccnc2)c(C)c1
[20] O=C(N/N=C\c1cc(Br)cs1)C1COc2ccccc2O1 (stereo unspecified)
[21] COc1ccc(C2C(C#N)=C(/N=C/N3CCOCC3)OC3=C2C(=O)CC(C)(C)C3)cc1OC (stereo unspecified)
[22] O=C(c1ccc2c(c1)OCO2)N1CCOCC1
[23] CCCc1cc(=O)[nH]c(SCC(=O)Nc2c(C)cccc2C)n1
[24] CCn1cc(C2=NOC(C(=O)Nc3cccc(C(C)=O)c3)C2)c(C)n1 (stereo unspecified)
screen / no.	17	18	19	20	21	22	23	24
SKN-1 inh	-4	-3	-8	1	1	7	16	-4
DNMT1 inh	-12	3	2	5	0	7	1	0
SUMO1-SIM PPI	7	12	2	-14	4	-1	2	2
Scp1 inh	-5	-11	2	-5	-6	-4	-3	-3
NadD block	-14	2	9	7	-4	-2	-3	-3
STEP inh	-5	-6	1	-2	2	-1	2	-6
Tb MetRS inh	-0.4	0.0	-0.7	-0.1	-0.5	0.2	-0.3	-0.4
LMPTP block	0.3	0.7	-0.8	0.2	-2.2	-0.6	-0.3	-0.3
CendR NRP1 mod	6	-4	-9	14	-7	15	-12	0
Neddylation inh	i	i	i	i	i	i	i	i

An excerpt of these results, with values under each structure.
Sequence of screens: SKN-1 inh, DNMT1 inh, SUMO1-SIM PPI, Scp1 inh, NadD block, STEP inh, Tb MetRS inh, LMPTP block, CendR NRP1 mod, Neddylation inh
20: O=C(N/N=C\c1cc(Br)cs1)C1COc2ccccc2O1 (stereo unspecified)
    1, 5, -14, -5, 7, -2, -0.1, 0.2, 14, i
17: C#Cc1ccc([C@@H]2C=C(C(=O)NCc3ccccc3)O[C@H](OCC)[C@H]2CCCO)cc1
    -4, -12, 7, -5, -14, -5, -0.4, 0.3, 6, i
18: O=C(Nc1ccccc1)c1nc[nH]c1C(=O)NCc1ccccc1
    -3, 3, 12, -11, 2, -6, 0.0, 0.7, -4, i

Other structures:
[25] Nc1nc(-c2ccccc2)c(N=Nc2ccc(Cl)cc2)s1
[26] CN(C)C(CNC(=O)CN1C(=O)NC2(CCc3ccccc32)C1=O)c1ccco1 (stereo unspecified)
[27] Cc1cccc(-c2oc3ccc(-c4ccc5c(c4)OCO5)cc3c2-c2ccc(OC3CCCCO3)cc2)c1 (stereo unspecified)
[28] COc1ccc(C2=NN(c3nc(-c4ccc(CNC(C)=O)cc4)cs3)C(c3ccco3)C2)cc1 (stereo unspecified)
[29] CCc1cccc2c(C(=O)COC(=O)/C=C/c3ccc(O)c(OC)c3)c[nH]c12
[30] COc1ccc(N2C(S)=C(C#N)C(=O)NC2c2ccc(OC)c(OC)c2)cc1 (stereo unspecified)
[31] COc1cc(S(=O)(=O)Nc2ccc3nc(C)sc3c2)ccc1NC(C)=O
[32] COC(=O)c1[nH]c2cccc(Cl)c2c1NC(=O)CN1CCN(CCO)CC1
screen / no.	25	26	27	28	29	30	31	32
SKN-1 inh	21	-14	17	31	3	-6	15	1
DNMT1 inh	0	-2	-20	-15	-24	0	-3	0
SUMO1-SIM PPI	-42	-4	2	-8	-14	1	-2	2
Scp1 inh	0	-7	2	-1	1	1	-3	-6
NadD block	21	5	25	19	12	2	-4	-4
STEP inh	7	12	-3	2	1	5	-2	24
Tb MetRS inh	-1.5	-0.1	-0.2	-0.2	0.1	0.5	0.1	-0.9
LMPTP block	4.1	-2.1	1.1	2.1	2.1	0.4	-0.9	-0.4
CendR NRP1 mod	-4	-5	-1	-51	7	-14	-31	-6
Neddylation inh	i	i	i	i	i	i	i	i

An excerpt from further up, as a working copy:
[25] Nc1nc(-c2ccccc2)c(N=Nc2ccc(Cl)cc2)s1
[26] CN(C)C(CNC(=O)CN1C(=O)NC2(CCc3ccccc32)C1=O)c1ccco1 (stereo unspecified)
screen / no.	25	26
SKN-1 inh	21	-14
DNMT1 inh	0	-2
SUMO1-SIM PPI	-42	-4
Scp1 inh	0	-7
NadD block	21	5
STEP inh	7	12
Tb MetRS inh	-1.5	-0.1
LMPTP block	4.1	-2.1
CendR NRP1 mod	-4	-5
Neddylation inh	i	i

An excerpt from above in order of their number in Tb MetRS inh, high to low.
[30] COc1ccc(N2C(S)=C(C#N)C(=O)NC2c2ccc(OC)c(OC)c2)cc1 (stereo unspecified)
[29] CCc1cccc2c(C(=O)COC(=O)/C=C/c3ccc(O)c(OC)c3)c[nH]c12
[26] CN(C)C(CNC(=O)CN1C(=O)NC2(CCc3ccccc32)C1=O)c1ccco1 (stereo unspecified)
[27] Cc1cccc(-c2oc3ccc(-c4ccc5c(c4)OCO5)cc3c2-c2ccc(OC3CCCCO3)cc2)c1 (stereo unspecified)
[25] Nc1nc(-c2ccccc2)c(N=Nc2ccc(Cl)cc2)s1
screen / no.	30	29	26	27	25
SKN-1 inh	-6	3	-14	17	21
DNMT1 inh	0	-24	-2	-20	0
SUMO1-SIM PPI	1	-14	-4	2	-42
Scp1 inh	1	1	-7	2	0
NadD block	2	12	5	25	21
STEP inh	5	1	12	-3	7
Tb MetRS inh	0.5	0.1	-0.1	-0.2	-1.5
LMPTP block	0.4	2.1	-2.1	1.1	4.1
CendR NRP1 mod	-14	7	-5	-1	-4
Neddylation inh	i	i	i	i	i

Carrying on.
[33] COc1ccc(C(=O)OCC(=O)NC(=O)NC2CCCC2)cc1OC
[34] COc1ccc(C2SCCN2S(=O)(=O)c2ccc(NC(C)=O)cc2)cc1 (stereo unspecified)
[35] CC1(C)C(=O)Nc2ccccc2N1C(=O)COC(=O)/C=C/c1ccc(OC(F)F)cc1
[36] COc1ccc(OC)c(N=C(C)C2=C(O)COC2=O)c1
[37] COc1ccccc1NC1=Nc2cccc3cccc1c23
[38] C/C(=N\NC(=O)CSc1nc(C)cc(C)n1)c1ccc([N+](=O)[O-])cc1
[39] O=C(Cc1ccsc1)N1CCc2c([nH]c3ccccc23)C1c1ccccn1 (stereo unspecified)
[40] Cc1ccc(S(=O)(=O)N2CCCCC2)cc1NCC(=O)Nc1ccc(Br)cc1F
screen / no.	33	34	35	36	37	38	39	40
SKN-1 inh	17	2	-3	8	8	-2	-9	7
DNMT1 inh	1	7	8	7	2	-5	-11	1
SUMO1-SIM PPI	-3	32	19	-2	-14	-31	-5	-1
Scp1 inh	1	-4	5	1	0	4	-1	.
NadD block	-3	-5	1	0	0	2	4	-2
STEP inh	-2	2	1	1	0	-1	0	-3
Tb MetRS inh	-0.1	-0.5	0.3	-0.7	0.1	-0.1	1.8	-0.1
LMPTP block	-0.3	0.5	1.0	-1.1	4.9	-2.2	0.4	2.6
CendR NRP1 mod	-2	7	8	4	-35	-3	-5	-5
Neddylation inh	i	i	i	i	i	i	i	i

[41] c1ccc(C2=Nn3c(nnc3-c3cccnc3)SC2)cc1
[42] O=C(Nc1c2c(nn1-c1ccc(F)cc1)CS(=O)C2)c1ccc2c(c1)OCO2 (stereo unspecified)
[43] CCOCc1nnc(NC(=O)c2ccc3c(c2)OCO3)s1
[44] COc1ccccc1Cc1c(-c2ccc(Cl)cc2)nc2c3ccccc3ccn12
[45] CN(CCC1CCCCO1)Cc1cn(C)nc1-c1ccc2c(c1)OCCO2 (stereo unspecified)
screen / no.	41	42	43	44	45
SKN-1 inh	13	9	1	4	-1
DNMT1 inh	0	0	0	.	8
SUMO1-SIM PPI	0	-3	2	-1	1
Scp1 inh	0	-4	-9	.	-3
NadD block	-10	2	-2	30	-1
STEP inh	-2	1	-3	.	-5
Tb MetRS inh	-0.8	-0.1	0.3	-0.7	-0.4
LMPTP block	-2.0	-0.6	-1.3	4.9	-0.7
CendR NRP1 mod	8	16	5	-26	16
Neddylation inh	i	i	i	i	i
